# SRC1 TRFRET art = counter-screen for PPARgamma SRC-1 recruitment agonists: TR-FRET artefact | AID 1051 | TR-FRET ratio at 8 µM | TR-FRET detection artefact counter-screen, emission ratio; hits give high values | 0.34% of 99,000 active; in the data active = TR-FRET ratio above about 2300; note: inactives centre near 1800; reference of the scale not given here
# SRC3 TRFRET art = TR-FRET artefact, counter-screen to PPARgamma/SRC-3 agonist assay; PPARgamma/SRC-3 format; hits give high values; 0.39% of 99,000 active; TR-FRET ratio at 8 µM; AID 1048; in the data active = TR-FRET ratio above about 2000; note: inactives centre near 1600; reference of the scale not given here
# Starred values were filed as active, the others as inactive. The list is partial; count on the stated rates, not on these rows.
SMILES,SRC1 TRFRET art,SRC3 TRFRET art
N#CCCn1cc(C(=O)NCc2ccccc2)c(-c2ccc3c(c2)OCCO3)n1,1837,1483
COc1ccc(CN2CCN(c3ccccc3F)CC2)c(OC)c1,1364,1550
C[C@]12CC[C@@H]3c4ccc(O)c(O)c4CC[C@H]3[C@@H]1CC[C@@H]2O,1408,1433
CCCn1ncc(CN2CCCC(C(=O)c3cccc(OC)c3)C2)c1C (stereo not drawn),1687,1527
CCCCC(=O)N/N=C/c1c(O)n(CC)c(=S)n(CC)c1=O,1946,1609
O=[N+]([O-])/C=C1/NCCN1Cc1ccc(Cl)nc1,2072,1539
CC(=O)Nc1ccccc1C(=O)OCC(=O)c1ccc2c(c1)OCCO2,1674,1517
O=C(c1ccc2c3c(cccc13)CC2)C1CCCN(CC2CC2)C1 (stereo not drawn),1824,1648
Nc1c2c(nc3sc4c(c13)CCCC4)CCCC2,1677,1628
Cc1cc(C=O)c(C)n1C(C)C,1702,1646
COc1c(C)cc(C(=O)C2CCCN(Cc3cnc(C)s3)C2)cc1C (stereo not drawn),1418,1571
Cc1nc2ccc(P(=O)(O)O)cc2s1,1523,1721
O=Cc1cn(Cc2ccc(F)cc2Cl)c2ccccc12,1772,1450
N#CC[N+]1(CCCNP2(=O)C=C(c3ccccc3)OC(c3ccccc3)=C2)CCOCC1,1756,1392
COc1ccc(NC2=NCC(C)S2)cc1 (stereo not drawn),1589,1540
C/C(=C/C=C/[C@@H](C)C(=O)O)[C@H]1CN[C@H](C(=O)O)[C@H]1CC(=O)O,1901,1657
O=C1NC(=O)C(=Cc2ccsc2)C(=O)N1,1468,1519
CCCCCSc1cc(O)c(C(CNC)C(C)C)cc1OC (stereo not drawn),1767,1627
CCOP(=S)(OCC)SCOC(=O)NCC(=O)OC,1741,1553
CCCCSP1(=S)NCCCN1,1703,1840
Oc1c(Br)cc(Br)cc1Oc1ccc(Br)cc1Br,1760,1760
Nc1ccc(C2(c3ccc(N)cc3)c3ccccc3-c3ccccc32)cc1,1844,1626
C=CCC1C(=O)NC(=S)NC1=O,1780,1561
CC1COC2N=C(N[N+](=O)[O-])NC2O1 (stereo not drawn),1923,1642
CN(C)CCCNCC(=O)Nc1ccc(Cl)cc1C(=O)c1ccccc1,1680,1421
Cc1ccsc1C(=O)C1CCCN(Cc2ccc(-n3cccn3)cc2)C1 (stereo not drawn),1669,1798
O=C(CN1CCCCC1)c1ccc(OC(F)F)cc1,1741,1783
O=C1NC(=O)N(Cc2ccco2)C(=O)/C1=C\c1cccn1CCOc1ccc(Cl)cc1,1772,1516
CSc1ncc(CN2CCCC(C(=O)c3cccc(Cl)c3)C2)cn1 (stereo not drawn),1750,1548
Nc1ccc(Cl)cc1C(=O)c1ccccc1,1652,1592
CN1CCC(O)(c2ccccc2)C(C(=O)c2ccccc2)C1 (stereo not drawn),1704,1697
CC1(C)C[C@H]2C=C(C=O)[C@]3(C=O)C[C@]3(C)[C@H]2C1,1778,1506
CCc1ccc(-n2c(O)c(/C=N/N3CCCCC3c3cccnc3)c(=O)[nH]c2=O)cc1 (stereo not drawn),1736,1322
COc1cc2c(cc1/C=C/[N+](=O)[O-])OCO2,1866,1590
COP(=O)(OC)C(NC(C)=O)C(Cl)(Cl)Cl (stereo not drawn),1876,1721
Cc1ccc(NC(=S)NCCc2cnc[nH]2)cc1C,1866,1632
COC(=O)C1=Nc2ccccc2/C1=C\c1c(O)n(-c2cc(OC)ccc2OC)c(=O)[nH]c1=O,1665,1540
COc1ccccc1N1CCN(Cc2ccc(Br)s2)CC1,1654,1419
CC(=O)N1CCN(c2ccc([N+](=O)[O-])cc2C=C2C(=O)NC(=O)NC2=O)CC1,1806,1706
Cc1cc(OCC(=O)NC2CCS(=O)(=O)C2)c2c3c(c(=O)oc2c1)CCC3 (stereo not drawn),2057,1661

# Shown bar-delimited: part of the list above.
molecule | SRC1 TRFRET art | SRC3 TRFRET art
CCCCSP1(=S)NCCCN1 | 1703 | 1840
Oc1c(Br)cc(Br)cc1Oc1ccc(Br)cc1Br | 1760 | 1760
Nc1ccc(C2(c3ccc(N)cc3)c3ccccc3-c3ccccc32)cc1 | 1844 | 1626
C=CCC1C(=O)NC(=S)NC1=O | 1780 | 1561
CC1COC2N=C(N[N+](=O)[O-])NC2O1 (stereo not drawn) | 1923 | 1642
CN(C)CCCNCC(=O)Nc1ccc(Cl)cc1C(=O)c1ccccc1 | 1680 | 1421
Cc1ccsc1C(=O)C1CCCN(Cc2ccc(-n3cccn3)cc2)C1 (stereo not drawn) | 1669 | 1798
O=C(CN1CCCCC1)c1ccc(OC(F)F)cc1 | 1741 | 1783
O=C1NC(=O)N(Cc2ccco2)C(=O)/C1=C\c1cccn1CCOc1ccc(Cl)cc1 | 1772 | 1516
CSc1ncc(CN2CCCC(C(=O)c3cccc(Cl)c3)C2)cn1 (stereo not drawn) | 1750 | 1548
Nc1ccc(Cl)cc1C(=O)c1ccccc1 | 1652 | 1592
CN1CCC(O)(c2ccccc2)C(C(=O)c2ccccc2)C1 (stereo not drawn) | 1704 | 1697
CC1(C)C[C@H]2C=C(C=O)[C@]3(C=O)C[C@]3(C)[C@H]2C1 | 1778 | 1506
CCc1ccc(-n2c(O)c(/C=N/N3CCCCC3c3cccnc3)c(=O)[nH]c2=O)cc1 (stereo not drawn) | 1736 | 1322
COc1cc2c(cc1/C=C/[N+](=O)[O-])OCO2 | 1866 | 1590
COP(=O)(OC)C(NC(C)=O)C(Cl)(Cl)Cl (stereo not drawn) | 1876 | 1721
Cc1ccc(NC(=S)NCCc2cnc[nH]2)cc1C | 1866 | 1632
COC(=O)C1=Nc2ccccc2/C1=C\c1c(O)n(-c2cc(OC)ccc2OC)c(=O)[nH]c1=O | 1665 | 1540

# Additional results follow:
SMILES,SRC1 TRFRET art,SRC3 TRFRET art
CC1CC(C)CN(CC(=O)c2ccc(OC(F)F)cc2)C1 (stereo not drawn),1893,1754
Cc1ccc(-c2nn(Cc3ccccc3)cc2C=O)cc1,1856,1702
CC12CCC3C(CC=C4CC(O)CCC43C)C1C/C(=C\c1cccc(F)c1)C2=O (stereo not drawn),1727,1365
Cc1cccc2c(CCN)c[nH]c12,1512,1567
O=C(c1ccc(C(F)(F)F)cc1)C1CCCN(C2CCSCC2)C1 (stereo not drawn),1705,1675
COc1ccccc1NC1(C#N)CCCCC1,1922,1676
O=[N+]([O-])c1cc(F)c(N2CCCC2)cc1Br,1890,1388
CC(NC(C)(C)C)C(=O)c1cccc(Cl)c1 (stereo not drawn),1663,1663
CCN(CC)P(=S)(c1c(C)nc2ccccn12)c1c(C)nc2ccccn12,1508,1440
COc1c(C)cc(C(=O)C2CCCN(Cc3cccc(C)n3)C2)cc1C (stereo not drawn),2108,1785
C=C1C[C@]2(O)[C@@]3(C)CCC(=O)C(C)(C)C3=C(O)C(=O)[C@@]2(C)[C@@H]2C(=O)O[C@@](C)(C(=O)OC)C(=O)[C@@]12C,1807,1557
O=C(O)[C@@H]1C[C@H]1[C@@H](NP(=O)(c1ccccc1)c1ccccc1)c1ccccc1,1703,1714
CCOc1cc(C=C2C(=O)NC(=O)NC2=O)ccc1OCC(=O)N1CCOCC1,1811,1512
CCCCCCCCCOc1ccc2[nH]cc(CCN)c2c1,1866,1462
O=c1[nH]c(O)c(N=Nc2ccc([N+](=O)[O-])cc2)c(=O)[nH]1,1688,1398
Cc1cc(C)cc(N2C(=O)NC(=O)/C(=C\c3cccn3-c3ccccc3)C2=O)c1,1699,1491
C[C@]12CC[C@@H](O)C[C@@H]1CC[C@@H]1[C@@H]2CC[C@]2(C)[C@@H](O)CC[C@@H]12,1707,1599
CC(C)OP(=O)(OC(C)C)C(O)c1cccnc1 (stereo not drawn),1673,1671
Cc1nn(Cc2ccccc2)c(Cl)c1C(=O)OCC(=O)NCC1CCCO1 (stereo not drawn),1812,1636
Cc1cc(/C=C2\C(=O)NC(=O)N(c3ccc(Br)cc3)C2=O)c(C)n1C,1765,1815
C/C(=N\NC(N)=O)c1c(O)n(C)c(=O)n(C)c1=O,1634,1690
CC1=NN(c2ccccc2)C(=O)/C1=C/c1c(O)[nH]c(=O)[nH]c1=O,1793,1554
CC(C)(C)n1cc(C(=O)c2ccc3ccccc3c2O)cn1,1800,1714
CCC(C)n1c(O)c(C=Nc2cccc(C(F)(F)F)c2)c(=O)[nH]c1=S (stereo not drawn),1770,1799
COc1ccc(C(=O)C2CCCN(Cc3ccsc3)C2)cc1OC (stereo not drawn),1749,1702
CSc1nnc([C@@H](N)Cc2c[nH]c3ccccc23)o1,1783,1657
COc1cc(OC)c(OC)cc1CNC(C)C(O)c1ccccc1 (stereo not drawn),1891,1713
Fc1ccc(CNCCc2ccccc2)cc1,1788,1532
CCCCn1c(O)c(/C=C/C=Nc2ccccc2)c(=O)[nH]c1=O,1679,1730
O=C1C2CCN(CC2)C1Cc1ccc(OCc2ccccc2)cc1 (stereo not drawn),1710,1671
CN1CCN(C(=O)COc2ccc(Oc3ccccc3)cc2)CC1,1577,1732
COc1ccccc1OCCCn1cc(C=O)c2ccccc21,1654,1770
CCC(C)c1ccc(N2C(=O)NC(=O)/C(=C/c3cccn3CCOc3ccc(C)cc3)C2=O)cc1 (stereo not drawn),1765,1433
C[N+](C)(C)CC(=O)Nc1ccc(Cl)cc1C(=O)c1ccccc1,1574,1630
Cc1cc(NC(=O)CCl)on1,1905,1502
CN1CC[C@]2(c3cccc(O)c3)Cc3nc4ccccc4cc3C[C@H]2C1,1707,1426
CCN(CCNc1ccc([N+](=O)[O-])c2cccnc12)S(=O)(=O)c1ccccc1,1758,1705
CCOP(=O)(OCC)C1(O)C(=O)Nc2ccc(Br)cc21 (stereo not drawn),1790,1546
COc1cccc(C2(O)CCSCC2CN(C)C)c1 (stereo not drawn),1781,1375
O=C(c1cccc(Cl)c1)C1CCCN(Cc2ccon2)C1 (stereo not drawn),1771,1629
CN1CCN(CC(=O)Nc2ccc([N+](=O)[O-])cc2C(=O)c2ccccc2)CC1,1732,1662
COc1ccc(C(CNC(=O)Cc2ccc(Cl)c(Cl)c2)N(C)C)cc1 (stereo not drawn),1429,1455
O=c1c2ccccc2nc(CNCC2CCCO2)n1-c1ccc(F)cc1 (stereo not drawn),1735,1596
COc1ccc(-c2cc(=NCCC(=O)O)c3cc(C)ccc3o2)cc1,1700,1485
O=C1NC(=O)N(c2ccccc2F)C(=O)/C1=C/c1ccc(Sc2nc3ccccc3[nH]2)o1,2215,1745
O=C(COC(=O)Cc1ccccc1)Nc1cc(S(=O)(=O)N2CCOCC2)ccc1N1CCCC1,1815,1677
C#CCN(C)[C@H](C)Cc1ccccc1,1703,1513
CCN(CC)P(=O)(c1n(CC)cc[n+]1CC)N(CC)CC,1635,1439
Cn1c(=O)n(C)c2cc([N+](=O)[O-])c(N3CCNCC3)cc21,1975,1689
Fc1ccccc1N1CCN(Cc2ccc3c(c2)OCO3)CC1,1895,1606
CN1CCN(c2ccc([N+](=O)[O-])c(N)c2)CC1,1792,1485
COCCNC(=O)c1ccc(N2CC3CC(C2)c2cccc(=O)n2C3)c([N+](=O)[O-])c1 (stereo not drawn),1702,1940
Cc1ccsc1C(=O)C1CCCN(Cc2ccn[nH]2)C1 (stereo not drawn),1704,1717
O=C(c1ccc2c(c1)OCO2)N1CCC2(CC1)OCCO2,1851,1647
CC(C)(O)[C@H]1O[C@H]2CC[C@@]3(C)[C@@](O)(CC[C@H]4Cc5c([nH]c6ccccc56)[C@@]43C)C2=CC1=O,1744,1415
O=C(C(=O)N1CCOCC1)c1cn(Cc2ccccc2)c2ccccc12,1646,1240
CCn1cc(/C=c2/sc3n(c2=O)C2c4ccccc4OC(C)(N=3)C2C(=O)OC)c(C)n1 (stereo not drawn),1776,1443
CCS(=O)(=O)NCc1nnc2n1-c1ccc(Cl)cc1C(c1ccccc1)=NC2,1779,1664
CCOP(=O)(OCC)c1cccc(O)c1,1806,1567
CN(C)P(=O)(CCl)Nc1ccccc1 (stereo not drawn),1940,1515
# Carrying on:
SMILES,SRC1 TRFRET art,SRC3 TRFRET art
Cc1cc(C)c(-n2c(O)c(/C=N/N3CCCCC3c3cccnc3)c(=O)[nH]c2=O)c(C)c1 (stereo not drawn),1623,1539
CN1C(=O)N(C)C(=O)C2(Cc3cc([N+](=O)[O-])ccc3N(C)C2)C1=O,1733,1740
O=c1cccc2n1CC1CC2CN(C(c2ccccc2)c2sc3ncnn3c2O)C1 (stereo not drawn),1884,1830
C/C(=N\NC(=S)Nc1ccccc1)c1c(O)n(C)c(=O)n(C)c1=O,1762,1752
CC1(C)C(c2ccccc2)=NC(c2cccnc2)=[N+]1[O-],1571,1736
COc1cc(/C=C2\C(=O)NC(=O)N(c3ccc(C)cc3)C2=O)cc(OC)c1O,1603,1634
O=c1[nH]c(O)c(N=Nc2cc(C(F)(F)F)ccc2Cl)c(=O)[nH]1,1600,1559
CCc1c(C(=O)NN2C(=O)C3C4CCC(O4)C3C2=O)csc1C (stereo not drawn),1703,1581
Cc1nc2ccc(Cl)cn2c1P(=S)(N1CCOCC1)N1CCOCC1,1913,1522
CCCC(C)C1(CC)C(=O)NC(=O)N=C1N (stereo not drawn),1793,1576
C/C(=N\N1CCCCC1)c1c(O)[nH]c(=O)[nH]c1=O,1718,1376
COc1ccc(CCNC(=O)COC(=O)Cc2ccccc2)cc1,2053,1574
CCn1c(P(C)(=O)O)nc2cc(NC(=O)c3ccccc3F)ccc21,1768,1411
Cc1ccccc1-n1c(C)cc(/C=C2/C(=O)NC(=O)N(Cc3ccco3)C2=O)c1C,1872,1515
C[N+]12CCC(CC1)C(=C(c1ccccc1)c1ccccc1)C2,1758,1419
COc1ccc(N=Nc2c(O)[nH]c(=S)[nH]c2=O)cc1,1719,1652
COc1ccc(-c2csc(NC(=O)COC(=O)Cc3ccccc3)n2)cc1OC,1829,1692
COc1ccc(OC)c(N2Cc3ccccc3C2=N)c1,1785,1817
Cc1cc(=O)[nH]c(CCl)n1,1841,1572
O=C1N(c2ccc(Cl)cc2)C(c2cccnc2)N2CCCN12 (stereo not drawn),1911,1582
CCC(=O)c1ccc(OC(=O)N(C)c2ccccc2)cc1,1848,1612
CCC1(CC)C(=N)N(C)C(=O)NC1=O,1854,1387

# Source: PubChem (The Scripps Research Institute Molecular Screening Center)
